Neddylation inh – inhibitors of human cullin neddylation; actives 0.58% (n = 360,000); AID 651699; TR-FRET cullin neddylation, biochemical; P61081+Q13564; calls only at 25 µM; in the data active = inhibition above about 36%
Rin1 Abl inh – human Rin1-Abl interaction inhibition; P00519+Q13671; TR-FRET Rin1/Abl binding, biochemical; inhibition, % at 7.35 µM; actives 0.4% (n = 360,000); AID 588664; in the data active = inhibition above about 5%, passing the limit was not always enough
MsrA inhibitor – inhibits bovine methionine sulfoxide reductase A | purified bovine MsrA, absorbance read-out | inhibition, % at 15.5 µM | actives 0.75% (n = 360,000) | AID 651718; in the data active = inhibition above about 4.5%;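 note: 0% = vehicle wells with enzyme and 100% = reference inhibitor wells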
MT1-MMP act inh – blocks activation of human MT1-MMP | P50281 | HT1080 RFP-PRO-GFP cells, GFP/RFP ratio fluorescence, overnight; percent of plate control window, DMSO zero | GFP/RFP ratio change, % at 20 µM | actives 0.061% (n = 360,000) | AID 651647;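 active = GFP/RFP ratio change of at least 30% with cell ATP level not reduced by more than half and red fluorescence within 50% of control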; note: strong numbers were not always called active
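Material – HT1080 RFP-PRO-GFP cells · Control set – DMSO wells and RFP-L50D-GFP cells · Incubation – overnight cell settling, then overnight compound exposure, 37 °C, 5% CO2 · Compound dosing – single-point 20 µM compound, 1% DMSO · Read-out – GFP/RFP fluorescence ratio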
E coli Lon inh – inhibitors of E. coli Lon protease; purified E. coli Lon protease, fluorescence polarization; inhibition, % at 7.94 µM; actives 0.42% (n = 360,000); P0A9M0; AID 602123; in the data active = inhibition above about 13%, passing the limit was not always enough;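 note: 0% = enzyme with probe and DMSO and 100% = no enzyme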
SKN-1 inh – blocks SKN-1 activity in C. elegans | C. elegans VP596 Pgst-4::GFP/RFP ratio, acrylamide-induced, 24 h | inhibition, % at 21.8 µM | actives 0.49% (n = 360,000);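 active = interference check ratio from 0.5 to 1.5 plus GFP to RFP signal ratio inhibition reaching or exceeding a fixed threshold, cut at about 30% in these data, passing the limit was not always enough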; note: some compounds called inactive have numbers as strong as hits
FAS-TE inh – inhibitors of human fatty acid synthase thioesterase domain | P49327 | actives 0.67% (n = 360,000) | recombinant FAS-TE, OMFH fluorogenic substrate, fluorescence endpoint | AID 602261 | inhibition, % at 15 µM;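 active = compounds whose normalised, plate-corrected inhibition of enzyme fluorescence in the single-dose primary screen is 50% or more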;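 note: 0% = DMSO with enzyme and 100% = substrate without enzyme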
bovine MsrA act – bovine methionine sulfoxide reductase A activation; purified bovine MsrA, absorbance read-out; activation, % at 10.6 µM; actives 0.3% (n = 360,000); AID 602163; in the data active = activation above about 7.5%;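 note: 0% = vehicle and 100% = reference activator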
CendR NRP1 mod – NRP-1/CendR interaction modulation; O14786; FAM-RPARPAR peptide binding to NRP-1, fluorescence polarization; inhibition, % at 25 µM; actives 0.85% (n = 360,000); AID 602438;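 active = inhibition or corrected inhibition above about 18%, plus a signal ratio from 0.5 to 1.5, limit read from the data, passing the limit was not always enough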; note: strong numbers were not always called active
Target sequence (O14786 whole entry, looked up): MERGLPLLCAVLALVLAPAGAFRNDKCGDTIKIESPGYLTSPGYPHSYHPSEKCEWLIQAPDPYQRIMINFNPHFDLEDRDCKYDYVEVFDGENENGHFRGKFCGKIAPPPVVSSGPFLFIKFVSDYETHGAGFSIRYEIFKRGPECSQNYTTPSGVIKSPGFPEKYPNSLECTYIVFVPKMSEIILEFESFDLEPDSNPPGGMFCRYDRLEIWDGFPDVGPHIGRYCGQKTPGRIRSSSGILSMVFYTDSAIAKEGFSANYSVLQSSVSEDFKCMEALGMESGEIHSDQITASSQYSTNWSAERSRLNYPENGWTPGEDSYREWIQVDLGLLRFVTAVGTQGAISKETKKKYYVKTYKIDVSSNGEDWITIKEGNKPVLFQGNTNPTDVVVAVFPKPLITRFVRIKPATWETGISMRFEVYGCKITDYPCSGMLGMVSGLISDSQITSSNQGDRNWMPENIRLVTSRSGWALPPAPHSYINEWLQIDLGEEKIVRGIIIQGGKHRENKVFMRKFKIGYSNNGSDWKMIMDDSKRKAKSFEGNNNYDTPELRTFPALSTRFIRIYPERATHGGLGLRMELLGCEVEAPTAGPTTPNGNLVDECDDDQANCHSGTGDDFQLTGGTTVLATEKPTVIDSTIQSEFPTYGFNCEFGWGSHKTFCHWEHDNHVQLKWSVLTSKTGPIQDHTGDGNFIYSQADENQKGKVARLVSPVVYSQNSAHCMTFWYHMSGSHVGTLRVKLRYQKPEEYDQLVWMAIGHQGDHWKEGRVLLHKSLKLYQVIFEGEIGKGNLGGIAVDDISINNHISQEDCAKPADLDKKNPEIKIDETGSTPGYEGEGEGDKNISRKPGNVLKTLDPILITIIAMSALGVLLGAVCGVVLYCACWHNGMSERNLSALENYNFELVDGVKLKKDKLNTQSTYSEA
Numbers without * were called inactive; i = inactive; . = not tested or not shown. Not a hit list. About 4.2% of those tested had a hit in this group.

Values run as follows: Neddylation inh	Rin1 Abl inh	MsrA inhibitor	MT1-MMP act inh	E coli Lon inh	SKN-1 inh	FAS-TE inh	bovine MsrA act	CendR NRP1 mod
> CC(C)(C)OC(=O)N1CCCC1C(=O)NC(Cc1ccccc1)C(=O)O (stereo not drawn)
  i	2	-0.4	1	-4	0	-8	-2	3
> CCn1cc(/C=N\NC(=O)c2c[nH]c3ccccc23)c(C)n1
  i	1	0.8	7	-9	-5	-8	-2	-5
> Cc1ccc(C)c(C(=O)CSc2nnc(C)s2)c1
  i	0	0.3	-1	-4	-10	2	-2	17
> CC(=O)Nc1nc(C)c(CCC2OCCO2)c(=O)[nH]1
  i	-4	0.1	4	0	24	-1	0	6
> O=C(CSc1ccc(-c2ccco2)nn1)NCc1ccc(F)cc1
  i	-2	-0.2	-1	-6	9	-5	-5	-4
> COc1ccc2c(c1OC)C(=O)OC2
  i	0	0.4	3	0	-6	-10	-11	-10
> O=C(N/N=C\c1ccc(F)cc1)c1ccc(F)cc1
  i	-1	-0.1	-3	0	4	-4	-2	7
> CCc1c(C(=O)Nc2ccccc2C(N)=O)csc1C
  i	-1	-0.3	-1	-8	3	1	-2	16
> CC(C)n1c2ccccc2c2nnc(SCC(=O)OCN3C(=O)c4ccccc4C3=O)nc21
  i	4	1.4	1	1	16	4	0	-1
> O=C(CN1C(=O)c2ccccc2S1(=O)=O)Nc1ncc([N+](=O)[O-])s1
  i	3	0.8	-3	-12	-11	-4	-6	8
> O=C(Oc1ccc(Cl)cc1)c1ccc2nccnc2c1
  i	-2	-0.2	2	-2	-7	6	-4	-16
> O=C(Nc1ccc(N2CCCC2)cc1)c1ccc(Br)o1
  i	-5	0.2	-2	-6	15	-2	-4	-16
> CCC1=Nc2cc(C(=O)NCCCN3CCOCC3)ccc2Sc2ccccc21
  i	-1	0.7	4	-4	0	-6	-3	9
> O=C(COC(=O)/C=C/c1cccc(C(F)(F)F)c1)NC1CCCCCC1
  i	2	0.6	1	-9	16	-3	-3	-8
> CC1CCC(NC(=O)CCS(=O)(=O)c2ccc3c(c2)NC(=O)CO3)CC1 (stereo not drawn)
  i	3	-0.3	0	1	24	-6	-4	8
> COc1ccccc1/C=C\C(=O)NCC(=O)N/N=C/c1ccc(O)cc1O
  i	-3	2.4	8	-2	-9	-2	-2	-2
> Cc1ccc([C@@H]2[C@@H]3C(=O)N(c4ccccc4)C(=O)[C@@H]3[C@]3(C)C(=O)N(Cc4ccccc4)CC(=O)N23)o1
  i	2	0.5	0	-13	-8	-11	-8	2
> CCCC(=O)NC1=C(C#N)C2(CCCC2)Cc2ccccc21
  i	4	0.0	-5	1	-8	-2	-10	5
> O=C(Nc1ccc(S(=O)(=O)Nc2ncccn2)cc1)C(F)(F)F
  i	-2	0.3	-1	1	9	-8	-2	0
> O=C(O)c1cc(S(=O)(=O)Nc2ccc3c(c2)OCCO3)c(Cl)cc1Cl
  i	-2	-0.4	1	7	7	7	0	-9
> COc1cccc(C(=O)Nc2nnc(-c3ccc(F)cc3)o2)c1
  i	1	0.9	6	-1	3	-5	-3	-7
> CN(C(=O)COC(=O)c1ccc(Cl)c(N)c1)c1ccccc1
  i	0	0.8	1	5	14	-4	-5	-5
> COc1ccc(Cn2nc(C)cc2C)cc1OC
  i	1	0.0	-1	5	7	-6	-1	-4
> Cc1ccc2c(c1)CCCN2C(=O)c1c(C)noc1C
  i	-1	-1.1	-9	-1	16	-4	1	-2
> Cn1c(N)c(S(=O)(=O)N2CCN(C(=O)c3ccco3)CC2)c(=O)n(C)c1=O
  i	0	-0.1	0	-2	6	-2	-8	-5
> CC(=O)OCC(=O)[C@@]1(OC(C)=O)[C@@H](C)C[C@H]2[C@@H]3C[C@H](F)C4=CC(=O)C=C[C@]4(C)[C@@]3(F)[C@@H](O)C[C@@]21C
  i	-2	-1.6	0	-2	8	5	0	6
> O=C(Nc1ccc(S(=O)(=O)Nc2cnc3ccccc3n2)cc1)c1ccc([N+](=O)[O-])cc1Cl
  i	0	1.5	10	4	-2	-2	-3	6
> CC(=O)C[C@H](O)CC(=O)[C@H]1OC(=O)CCCCCCCCc2ccccc21
  i	3	0.9	-23	-13	-3	3	-2	18
> CCCOC1CCCN(C(=O)CCc2nnc(CCCCc3ccccc3)o2)C1 (stereo not drawn)
  i	1	-0.8	-1	4	5	-5	-5	-4
> CCOC(=O)c1ccc(NC(=O)CSc2nnnn2C2CCCCC2)cc1
  i	-3	0.8	-1	-1	2	-3	-2	4

Values run as follows: Neddylation inh	Rin1 Abl inh	MsrA inhibitor	MT1-MMP act inh	E coli Lon inh	SKN-1 inh	FAS-TE inh	bovine MsrA act	CendR NRP1 mod
> CCCCN1C(=O)C(=O)N(CC(=O)Nc2ccccc2C(C)=O)C1=O
  i	-1	-0.6	3	-1	-7	-4	-10	0
> FCCCOc1ccc(-c2ccnc(-c3ccccc3)n2)cc1
  i	1	-1.4	9	-7	57*	54*	-3	1
> COc1ccc(NC(=O)c2ccc(-c3ccc(F)cc3)o2)cc1OC
  i	0	0.6	16	-2	10	-8	-3	-5
> O=C(CNCC1CCCO1)NCc1ccco1 (stereo not drawn)
  i	0	0.6	4	9	5	-3	-1	-8
> O=C(COc1ccc(S(=O)(=O)Nc2ccccc2)cc1)NCc1cccnc1
  i	1	-0.3	3	-16	1	-5	-1	-2
> COC(=O)[C@]12CCCCC=C1N(Cc1ccccc1)C(=O)[C@H](CC(=O)N1CCOCC1)C2
  i	.	-1.6	5	0	0	-9	0	8
> Cc1cccc(C)c1NC(=O)c1csc([C@@H]2O[C@H](CO)[C@H](O)[C@H](O)[C@H]2O)n1
  i	0	-1.2	0	-3	0	-6	-5	-11
> O=C(Oc1cccc(N2C(=O)CCC2=O)c1)c1ccccc1
  i	-2	0.0	2	-7	7	-6	3	2
> C/C(N)=C(/C#N)C(=O)COC(=O)C(c1ccccc1)c1ccccc1
  i	-2	-1.1	0	0	4	6	-1	-5
> O=C(O)c1ccc(Nc2ncnc3scc(-c4ccccc4)c23)cc1
  i	-2	0.9	-12	0	3	0	-11	-4
> NCc1nc(-c2ccc(Cl)cc2)no1
  i	4	0.9	0	-3	1	-7	-9	-2
> CCc1ccc(C(=O)NN=C2CCCCCC2)s1
  i	-1	1.6	-3	7	2	-2	-6	6
> Cc1ccc(-c2nc3cccnc3s2)cc1NS(=O)(=O)c1ccc2c(c1)CCCC2
  i	-3	2.0	-1	5	10	25	-1	-1
> Cc1cccc(OCc2nc(-c3ccccn3)n[nH]2)c1
  i	0	0.3	2	1	-13	-8	-4	-6
> O=C(CCNC(=O)c1ccccc1Cl)Nc1ccc(S(=O)(=O)N2CCOCC2)cc1
  i	3	-0.5	2	0	20	-4	0	-16
> O=C(N/N=C\c1ccc(COc2ccc([N+](=O)[O-])cc2)o1)c1cccc(Cl)c1
  i	0	0.6	9	-10	2	14	-6	21
> COc1cc([N+](=O)[O-])ccc1NC(=O)CCCOc1cccc(C)c1C
  i	1	3.5	1	1	-3	31	-10	-10
> COc1ccc(C)cc1S(=O)(=O)N(C)CC(=O)Nc1ccc2c(c1)OCO2
  i	-2	1.7	7	-4	-6	-7	5	4
> O=C(CCSCCC(=O)NCc1ccc(F)cc1)NCc1ccc(F)cc1
  i	2	1.5	-2	-3	6	-8	-2	-8
> CC1(C)NC(=O)N(CCCCOc2ccc3c(c2)CCC3)C1=O
  i	-2	-1.5	7	-8	10	-1	-1	5
> CCn1c(C)nc2cc(C(=O)N/N=C(\C)c3ccc(N4CCOCC4)cc3)ccc21
  i	1	1.5	4	-2	17	-10	-7	-3
> CCOc1ccc(NS(=O)(=O)c2coc(C(N)=O)c2)cc1
  i	-4	0.3	0	-3	1	-4	-1	-8
> CCOC(=O)c1cn(Cc2ccc(C)cc2)nn1
  i	-2	-0.4	5	5	12	-11	-8	-9
> O=C(c1ccc(-c2ccccc2)cc1)C1CCCN(C(=O)c2ccncc2)C1 (stereo not drawn)
  i	4	-1.0	-3	-2	-2	-5	-15	2
> Cc1ccc(NC(=O)C2CCCN2S(=O)(=O)c2ccc(F)cc2)c(C)c1 (stereo not drawn)
  i	-4	-0.6	-1	5	-3	-3	-6	4
> C=C1SC(=Nc2c(C)cc(C)cc2C)N(C(=O)c2sc3ccccc3c2Cl)C12CCCCC2
  i	-2	-0.6	-3	3	5	27	0	0
> C/C(=N/NS(=O)(=O)c1ccc(C)c(C)c1)c1ccncc1
  i	-4	2.7	-1	-11	-9	-3	0	4
> COC(=O)c1ccc(C(=O)NC2CCCc3c2cnn3-c2cc(F)cc(F)c2)nc1 (stereo not drawn)
  i	-1	0.3	-4	4	2	16	-1	12
> CC1CCCCN1C(=S)NCCc1ccccc1 (stereo not drawn)
  i	-4	0.2	2	-8	3	4	-1	-7
> CCCc1nnc(NC(=O)CC(C)c2ccccc2)s1 (stereo not drawn)
  i	0	-0.6	-2	0	29	1	0	7

Brought forward from above: two entries, then new ones.
Values run as follows: Neddylation inh	Rin1 Abl inh	MsrA inhibitor	MT1-MMP act inh	E coli Lon inh	SKN-1 inh	FAS-TE inh	bovine MsrA act	CendR NRP1 mod
> CC1CCCCN1C(=S)NCCc1ccccc1 (stereo not drawn)
  i	-4	0.2	2	-8	3	4	-1	-7
> CCCc1nnc(NC(=O)CC(C)c2ccccc2)s1 (stereo not drawn)
  i	0	-0.6	-2	0	29	1	0	7
> COCCCN1C(=O)C(=O)/C(=C(/O)c2ccc(OC)cc2C)C1c1cccnc1 (stereo not drawn)
  i	2	4.8*	6	-3	20	-3	-5	1
> COc1ccccc1CC(=O)NN1C(=O)NC2(CCC(C)CC2)C1=O (stereo not drawn)
  i	-1	0.4	-10	-9	9	-2	-3	5
> Cc1nc2ccccc2c2oc(C(=O)NCc3ccccn3)cc12
  i	2	1.0	-1	1	12	-6	-3	-4
> CCOC(=O)CN(C(=O)CNC(=O)c1ccco1)C(C(=O)NC1CCCC1)c1ccccc1OCC (stereo not drawn)
  i	2	-0.4	-2	-5	0	-4	-2	7
> Nc1ncnc2c1ncn2[C@@H]1O[C@H](CNC(=O)[C@H]2CCC(=O)N2)[C@@H](O)[C@H]1O
  i	0	1.8	0	-1	-7	-11	-7	7
> O=S(=O)(c1ccc2ccccc2c1)n1cccn1
  i	2	2.2	1	-6	-7	-7	-5	7
> CCC1C(=O)N=C(SCC(=O)Nc2ccc(S(N)(=O)=O)cc2)NC1=O (stereo not drawn)
  i	1	-1.1	-4	-6	2	-5	-13	9
> O=S(=O)(NCCCCCCNS(=O)(=O)c1c(F)cccc1F)c1ccc2c(c1)OCCO2
  i	3	2.0	-2	-19	15	4	-2	19
> Nc1cccc2c1C(=O)N(C(=O)c1cccc(S(=O)(=O)N3CCCC3)c1)C2=O
  .	0	1.3	-1	7	13	6	1	-6
> CCN(CC(=O)Nc1ccc(OC)cc1)C(=O)c1cc(S(=O)(=O)N2CCOCC2)ccc1N1CCCC1
  i	1	-0.1	-6	6	-6	-2	-6	11
> Cc1ccc(S(=O)(=O)N2CC=C(C(=O)NCCC(C)C)CC2)cc1
  i	-5	1.8	-2	0	3	-3	-3	-4
> Cc1cc(C(=O)Nc2c(F)cc(F)cc2Br)n(-c2ccccc2)n1
  i	2	-0.3	6	-2	2	-2	-1	-7
> CC1(C)CC(=O)C2=C(C1)OC1=C(C2)C(=O)CC(C)(C)C1
  i	0	-0.2	1	2	11	-9	-1	-17
> COc1ccccc1NC(=O)c1ccc(NC(=O)COC(=O)CC(NC(=O)c2ccccc2Cl)c2ccccc2)cc1 (stereo not drawn)
  i	3	0.3	5	9	7	40	-3	-2
